Screens deposited in PubChem by Johns Hopkins Ion Channel Center.
KCNQ2 block = KCNQ2 potassium channel inhibitors, primary screen, cell-based, CHO-K1, FluxOR thallium flux, B-score (AID 2156). 1.1% of 310,000 active. 20 min; active compounds read low. Potassium voltage-gated channel subfamily KQT member 2 (Rattus norvegicus), O88943. B-score at 10 µM;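 active means fluorescence ratio B-score at most minus 3 library SDs, with starting brightness B-score within 2 library SDs, cut at about -5.5 in these data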
CHT inh = inhibitors of human choline transporter CHT. 0.86% of 310,000 active. B-score at 10 µM. CHT-expressing cells, membrane potential dye, choline response; active compounds read low. High affinity choline transporter 1 (Homo sapiens), Q9GZV3;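 active means B-score over 3 SD under the library average, and starting fluorescence ratio not unusually high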;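 further: choline stimulus applied at its EC90 after an EC20 pre-addition; B-score computed on integrated fluorescence ratio after choline addition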
Target sequence (Q9GZV3 whole entry, looked up): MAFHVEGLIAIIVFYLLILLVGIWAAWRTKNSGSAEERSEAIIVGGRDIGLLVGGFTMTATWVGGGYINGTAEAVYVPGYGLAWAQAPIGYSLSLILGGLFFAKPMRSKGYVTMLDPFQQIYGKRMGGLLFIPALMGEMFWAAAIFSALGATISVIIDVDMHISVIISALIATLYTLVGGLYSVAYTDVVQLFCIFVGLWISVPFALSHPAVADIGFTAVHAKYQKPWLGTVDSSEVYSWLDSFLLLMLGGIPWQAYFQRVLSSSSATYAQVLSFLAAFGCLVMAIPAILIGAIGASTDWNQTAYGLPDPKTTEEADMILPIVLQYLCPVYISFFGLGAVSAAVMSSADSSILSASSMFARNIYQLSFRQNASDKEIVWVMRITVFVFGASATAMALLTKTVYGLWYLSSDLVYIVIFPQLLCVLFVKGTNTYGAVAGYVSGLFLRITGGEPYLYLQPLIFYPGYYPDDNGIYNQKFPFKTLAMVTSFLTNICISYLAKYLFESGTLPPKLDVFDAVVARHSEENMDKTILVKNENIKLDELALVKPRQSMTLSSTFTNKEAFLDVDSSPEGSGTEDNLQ
Numbers without * were called inactive; i = inactive; nt = no result given.

SMILES	KCNQ2 block	CHT inh
O=C(Nc1ccccc1-c1nc2ccccc2[nH]1)c1ccc(N2C(=O)CCC2=O)cc1	i	i
COc1cccc(NC(=O)CCN2C(=O)c3ccccc3Sc3ncccc32)c1	i	i
C=C(C)CSc1nc2c(cc1C#N)CCC2	i	i
COc1ccccc1Nc1c2c(nc3ccc(N)cc13)CCCC2	i	i
O=C(Nc1ccc(S(=O)(=O)Nc2nccs2)cc1)c1cccc(S(=O)(=O)N2CCOCC2)c1	i	i
Nc1nonc1-n1nnc(C(=O)N/N=C/c2cccnc2)c1-c1ccccc1	i	i
CC(C)[C@H]1C=C(C(=O)O)O[C@@H](OCCCCO)C1	i	i
CC1(C)C(=O)Nc2ccccc2N1C(=O)COc1cccnc1[N+](=O)[O-]	i	i
COCCn1cnnc1SCC(=O)Nc1ccccc1C(=O)Nc1ccc2c(c1)OCO2	i	i
CCOc1ccc(NC(=O)CC2C(=O)N(C)C(=S)N2CCCc2ccccc2)cc1 (stereo unspecified)	i	i
CCOCCOc1cccc(C(=O)NC(c2ccccc2)c2ccccc2)c1	i	i
Cc1cccc(OCC(O)CN2CCOCC2)c1 (stereo unspecified)	i	i
CCCCc1cc(=O)oc2cc(C)cc(OC(C)C(=O)NCc3ccncc3)c12 (stereo unspecified)	i	i
O=C(OCc1nnc(-c2ccccc2)o1)c1ccc2c(c1)C(=O)N(CCc1ccccc1)C2=O	i	i
O=C(NCc1cccnc1)C1CCN(S(=O)(=O)N2CCOCC2)CC1	i	i
Cc1c(Cl)cccc1NC(=O)NCc1cccnc1	i	i
CC(=O)Nc1cccc2c1C(=O)NC2=O	i	i
O=C1C=C(c2ccccc2)C[C@H](c2cccs2)[C@H]1n1nnc([N+](=O)[O-])n1	i	i
O=c1cc(O)c(-c2ccc(Cl)c(Cl)c2)c(Cl)[nH]1	i	i
COCCNC(=O)CSc1nnc(-c2ccccc2)c(-c2ccccc2)n1	i	i
COc1ccc(CCNC(=S)NCCc2ccc(OC)c(OC)c2)cc1OC	i	i
Cc1cn(CCC(=O)Nc2ccccc2N2CCOCC2)c2ccccc12	i	i
COCCCn1c(-c2ccco2)nc2ccccc2c1=O	i	i
CCOC(=O)C1(Cc2ccccc2C(F)(F)F)CCN(Cc2ccc(COC)o2)CC1	i	i
O=C(COC(=O)c1ccccc1[N+](=O)[O-])Nc1nnc(-c2ccccc2)o1	i	i
CCCC(C(=O)NC1CCCC1)N(C(=O)c1snc(C(N)=O)c1N)c1ccc(F)cc1 (stereo unspecified)	i	nt
COc1ccc(/C(O)=C2/C(=O)C(=O)N(CC3CCCO3)C2c2ccc(OC)c(OC)c2)cc1 (stereo unspecified)	i	i
COc1cccc(N2C(=O)CC(N3CCc4ccccc43)C2=O)c1 (stereo unspecified)	i	i
COc1ccc(Cl)cc1NC(=O)CNC(c1ccccc1)c1ccccc1	i	i
O=C(CSc1ncnc2c1oc1ccccc12)Nc1ccccc1F	i	i
CCOc1ccccc1NC(=O)CSc1nnc(-c2ccccn2)n1Cc1ccco1	i	i
O=C1/C(=C/c2ccco2)CCc2ccccc21	i	i
COc1ccccc1CNC(=O)c1cc(-c2cccnc2)nc2ccccc12	i	i
CCC[N+](CC#Cc1ccccc1)(CCC)CC(=O)OC	i	i
CCCCN(Cc1ccco1)C(=O)Cn1ncc2c(=O)oc3ccc(C)cc3c21	i	i
O=c1c2ccccc2nc2n1C(CSCc1cccc(C(F)(F)F)c1)CS2 (stereo unspecified)	i	i
Cc1nc(NC(=O)/C=C/c2ccccc2)sc1C(=O)NCCO	i	i
Cc1ccccc1NC(=O)c1ccc2snnc2c1	i	i
NC(=O)c1ccccc1NC(=O)CS(=O)(=O)Cc1ccccc1	i	i
C=CCn1c(SC)nc2sc3c(c2c1=O)CCc1ccccc1-3	i	i
CC(C)CNC(=O)c1cccc(NC(=O)c2ccc3c(c2)C(=O)N(C)C3=O)c1	i	i
Cn1cc(CN2CCC(C(O)c3cccs3)CC2)c(-c2ccccc2F)n1 (stereo unspecified)	i	i
COc1ccc(CCNC(=O)CSc2nc3[nH]ncc3c(=O)n2-c2cccc(C(F)(F)F)c2)cc1OC	i	i
O=C(NCCCN1CCCC1)c1ccc(Cn2c(=S)[nH]c3ccc(Br)cc3c2=O)cc1	i	i
CCCCn1c(=O)c(CCC(=O)OCC(=O)Nc2cc(Cl)ccc2OC)nc2ccccc21	i	i
C=CCn1c(SCC(=O)Nc2cc(C)on2)nc2sc3c(c2c1=O)CCCC3	nt	i
O=C(CSc1ncccn1)N1CCN(Cc2ccccc2)CC1	i	i
CCC1=C(OC(=O)N(CC)CC)N2C(=O)OC(=NCCOC)[C@]2(Cc2ccccc2)[C@H]2C1=CC[C@H]1C(=O)N(C)C(=O)[C@H]12	i	i
Cc1ccc(NCCC(=O)c2cccc([N+](=O)[O-])c2)c(C)c1	i	i
O=C(O)c1ccc(NC2OC[C@@H](O)[C@H](O)[C@H]2O)cc1 (stereo partly specified)	i	i
COc1ccc(CNC(=O)CSc2nc3[nH]ncc3c(=O)n2-c2ccccc2Br)cc1	i	i
Cc1sc2ncn(CC(=O)N(CC(=O)NC3CCCC3)Cc3cccs3)c(=O)c2c1C	i	i
O=[N+]([O-])c1ccc(Cc2nnc(-c3ccccc3Cl)o2)cc1	i	i
Cc1ccc(C(=O)C2CCN(CC(=O)Nc3nc(C)cs3)CC2)cc1	i	i
C[C@H](OC(=O)N1CCN(C(c2ccccc2)c2ccccc2)CC1)[C@@H]1O[C@@]2(C)CCC[C@H]1O2	i	i
CC1=C(C(=O)OCc2ccccc2)C(c2ccc(C)o2)C2=C(CCCC2=O)N1 (stereo unspecified)	i	i
Cc1ccc(Sc2nnc(-c3ccccc3)cc2C#N)cc1	i	i
COc1ccc(/C=N/N=C/c2ccc(OC)c(OC)c2)cc1OC	i	i
COc1ccc(NC(=O)CN(c2cccc(F)c2)S(C)(=O)=O)cc1OC	i	i
N#C/C(=C(/O)CN1CCCC1)c1nc(-c2ccccc2)cs1	i	i
Further records
SMILES	KCNQ2 block	CHT inh
COc1cc(C)ccc1OCCCCNCc1ccccc1	i	i
O=C(c1cc2ccccc2[nH]1)N(Cc1cccnc1)CC1CCCN(C2CCCCC2)C1 (stereo unspecified)	i	i
COc1ccccc1CNC(=O)C1CCCN(S(=O)(=O)c2c(C)[nH]c(=O)[nH]c2=O)C1 (stereo unspecified)	i	i
CCc1c(C)nc2ncnn2c1NCc1cccs1	i	i
COc1cc(OC)c(-c2nc3c[n+](CC(=O)c4ccccc4)ccc3n2C)cc1OC	i	i
CC(C)(C)C(=O)N1CCN(c2c(Cl)cccc2[N+](=O)[O-])CC1	i	i
CCOc1ccccc1N(CC(=O)N1CCC(C)CC1)S(=O)(=O)c1ccc(C)cc1	i	i
Cc1ccc(NC(=O)CNCc2cccs2)cc1Br	i	i
CC(=O)/C(=N\Nc1ccc(C)cc1)Sc1nncn1C	i	i
S=C(NCc1ccccc1)NCc1ccccn1	i	i
CC1=C(C(N)=O)C(c2ccc(Br)cc2)n2ncnc2N1 (stereo unspecified)	i	i
O=C(CCN1CCN(C/C=C/c2ccccc2)CC1)Nc1ccccc1	i	i
Cc1cc(F)ccc1NC(=O)C1CCN(C(=O)Nc2ccccc2)CC1	i	i
Cc1ccccc1C(=O)NC1CCN(CC(=O)Nc2nccs2)CC1	i	i
CCN(C(=O)CSc1nc(-c2ccccc2)c(-c2ccccc2)[nH]1)C1CCS(=O)(=O)C1 (stereo unspecified)	i	i
CCOCC(=O)Nc1cc(C(F)(F)F)ccc1Oc1cccc(Br)c1	i	i
COCCOC(=O)c1nccnc1C(=O)Nc1ccc(S(=O)(=O)N2CCOCC2)cc1	i	i
Cc1ccc(NS(=O)(=O)c2c(C)[nH]c(=O)[nH]c2=O)cc1C	i	i
Cc1ccc(NC(=S)N(CCCN2CCCC2)Cc2cccn2Cc2ccc(Cl)cc2)cc1Cl	i	i
COc1ccccc1CCNS(=O)(=O)CCNC(=O)c1ccccc1	i	i
COc1ccc(C)cc1NC(=O)NC(C)c1ccncc1 (stereo unspecified)	i	i
COc1ccccc1NC(=O)c1cccs1	i	i
COc1ccc(-c2csc(NC(=O)c3ccc(C(C)(C)C)cc3)c2C(=O)O)cc1	i	i
CN(CC(=O)NNC(=O)Cc1ccccc1F)S(=O)(=O)c1ccc(Cl)cc1	i	i
CCOc1cc(C2C(C(=O)O)c3cc(OCC)c(OCC)cc3C(=O)N2C)ccc1O (stereo unspecified)	i	i
COc1ccc(C(=O)N/N=C/c2ccc(OC)c(CN3CCc4cc(OC)c(OC)cc4C3C)c2)cc1 (stereo unspecified)	i	i
Cc1ccc(S(=O)(=O)N2CCC(C(=O)NNS(=O)(=O)c3ccc(Cl)cc3)CC2)cc1	i	i
COc1ccc(OC)c(NC(=O)NCCc2cccc(Cl)c2)c1	i	i
Cc1cc(NC(=O)COC(=O)c2cccc(O)c2)no1	i	i
CCOc1ccc(NC(=O)CN(C)C(=O)c2cccnc2Sc2ccc(Cl)cc2)cc1OCC	i	i
COc1cc(C(=O)Nc2ccc3c(c2)N(C(=O)CN2CCN(C)CC2)c2ccccc2CC3)cc(OC)c1OC	i	i
O=C(O)Cc1cn(Cc2cccc(Cl)c2)c2ccccc12	i	i
O=C(Nc1nc2ccccc2s1)C1CCCN1S(=O)(=O)c1ccc(Cl)cc1 (stereo unspecified)	-5.6*	i
CCOC(=O)c1sc(NC(=O)CC)nc1C	i	i
Cc1c(C(=O)NCCCN2CCCC2=O)oc2ccccc12	i	i
Cc1ccc(NC(=O)C(Nc2ccccc2)c2ccccc2)cc1 (stereo unspecified)	i	i
Cc1ccc(/C=N/NC(=O)C2CC(=O)N(c3ccccc3)C2)s1 (stereo unspecified)	i	i
COc1ccc(-n2nc(C(=O)NCC(=O)N3CCN(c4ccccn4)CC3)c3ccccc3c2=O)cc1OC	i	i
CCN(CC(=O)NCc1cccs1)S(=O)(=O)c1ccc(F)c(F)c1F	i	i
C/C(=N\NC(=O)C(=O)Nc1cccc(Cl)c1)c1ccncc1	i	i
CC(=O)c1cccc(NC(=S)Nc2ccc(F)cc2)c1	i	i
CCOC(=O)c1ccc(NC(=O)NC2CC3CCC(C2)N3C(=S)NC)cc1 (stereo unspecified)	i	i
COC(=O)Cn1nc(-c2ccccc2)n(-c2ccccc2)c1=S	i	i
COc1ccc(Cl)cc1NC(=O)CN(C)C(=O)COc1ccccc1F	i	i
NC(=O)C1=C[C@H](c2ccc(Br)cc2)C[C@H](OCc2ccc(CO)cc2)O1	i	i
CCN1CCN(CC(=O)c2c[nH]c3ccc(C)cc23)CC1	i	i
COc1cc(C2c3sc(=O)[nH]c3SC3C4CCC(C4)C23)ccc1O (stereo unspecified)	i	i
Cc1cccc2cc(COC(=O)c3cccc([N+](=O)[O-])c3)c(=O)[nH]c12	i	i
CCOC(=O)N1CCN(C(=O)CCSCCc2ccncc2)CC1	i	i
Cc1cccc(C(=O)OCC(=O)Nc2ccc(F)cc2)c1	i	i
COCCn1c(SCC(=O)N2CCCc3ccccc32)nnc1-c1ccco1	i	i
c1ccc2[nH]c(-c3cscn3)nc2c1	i	i
COc1cccc(CNCCSc2nnnn2C)c1OC	i	i
CCC(C)NC(=O)c1cc(-c2ccccc2O)on1 (stereo unspecified)	i	i
Cc1ccc(NS(=O)(=O)c2ccc3[nH]c(=O)[nH]c3c2)cc1	i	i
COc1cccc(-c2nnc(SCC(=O)N3CCCc4ccccc43)o2)c1	i	i
O=C(CCn1cccc1)Nc1cc(F)ccc1F	i	i
C=CCN(C(=O)CSc1nc2c(sc3ccccc32)c(=O)n1CCN(CC)CC)c1ccccc1	i	i
Cc1ccccc1NC(=O)NCCN1C(=O)C2C3C=CC(C3)C2C1=O (stereo unspecified)	i	i
CN1C(=O)c2ccccc2Sc2ccc(NC(=O)N3CCOCC3)cc21	i	i

Structures from the list above that have an NH in an aromatic ring (14):
SMILES	KCNQ2 block	CHT inh
O=C(Nc1ccccc1-c1nc2ccccc2[nH]1)c1ccc(N2C(=O)CCC2=O)cc1	i	i
O=c1cc(O)c(-c2ccc(Cl)c(Cl)c2)c(Cl)[nH]1	i	i
COc1ccc(CCNC(=O)CSc2nc3[nH]ncc3c(=O)n2-c2cccc(C(F)(F)F)c2)cc1OC	i	i
O=C(NCCCN1CCCC1)c1ccc(Cn2c(=S)[nH]c3ccc(Br)cc3c2=O)cc1	i	i
COc1ccc(CNC(=O)CSc2nc3[nH]ncc3c(=O)n2-c2ccccc2Br)cc1	i	i
O=C(c1cc2ccccc2[nH]1)N(Cc1cccnc1)CC1CCCN(C2CCCCC2)C1 (stereo unspecified)	i	i
COc1ccccc1CNC(=O)C1CCCN(S(=O)(=O)c2c(C)[nH]c(=O)[nH]c2=O)C1 (stereo unspecified)	i	i
CCN(C(=O)CSc1nc(-c2ccccc2)c(-c2ccccc2)[nH]1)C1CCS(=O)(=O)C1 (stereo unspecified)	i	i
Cc1ccc(NS(=O)(=O)c2c(C)[nH]c(=O)[nH]c2=O)cc1C	i	i
CCN1CCN(CC(=O)c2c[nH]c3ccc(C)cc23)CC1	i	i
COc1cc(C2c3sc(=O)[nH]c3SC3C4CCC(C4)C23)ccc1O (stereo unspecified)	i	i
Cc1cccc2cc(COC(=O)c3cccc([N+](=O)[O-])c3)c(=O)[nH]c12	i	i
c1ccc2[nH]c(-c3cscn3)nc2c1	i	i
Cc1ccc(NS(=O)(=O)c2ccc3[nH]c(=O)[nH]c3c2)cc1	i	i

Continuation:
SMILES	KCNQ2 block	CHT inh
CCCc1cc(C(=O)N/N=C/c2ccc(C)o2)c2ccccc2n1	i	i
CCOc1ccc(N(CC(=O)NC2CCCCCC2)S(=O)(=O)c2ccccc2)cc1	i	i
O=C(/C=C/c1ccc2c(c1)OCO2)NCCCN1CCOCC1	i	i
Cc1ccc2[nH]c(O)c(N=Nc3nc4ccccc4s3)c2c1	i	i
Cc1ncc([N+](=O)[O-])n1CCOC(=O)Nc1ccc([N+](=O)[O-])cc1	i	i

Not a hit list, and some 1.9% of all compounds hit somewhere here.
